Screens as filed in PubChem BioAssay.
IDE act: human IDE activators in live cells, primary screen, fluorescence polarization, HEK cells, FAbeta-B substrate. FAbeta-B cleavage; 0% vehicle, 100% cell-free pure enzyme wells. activation, % at 5.96 µM. 0.073% of 340,000 active. AID 493087, 2011;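 active means activation above the mean of all tested compounds plus 3 SD, set per screening campaign, cut at about 17% in these data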
Target sequence (P14735 whole entry, looked up): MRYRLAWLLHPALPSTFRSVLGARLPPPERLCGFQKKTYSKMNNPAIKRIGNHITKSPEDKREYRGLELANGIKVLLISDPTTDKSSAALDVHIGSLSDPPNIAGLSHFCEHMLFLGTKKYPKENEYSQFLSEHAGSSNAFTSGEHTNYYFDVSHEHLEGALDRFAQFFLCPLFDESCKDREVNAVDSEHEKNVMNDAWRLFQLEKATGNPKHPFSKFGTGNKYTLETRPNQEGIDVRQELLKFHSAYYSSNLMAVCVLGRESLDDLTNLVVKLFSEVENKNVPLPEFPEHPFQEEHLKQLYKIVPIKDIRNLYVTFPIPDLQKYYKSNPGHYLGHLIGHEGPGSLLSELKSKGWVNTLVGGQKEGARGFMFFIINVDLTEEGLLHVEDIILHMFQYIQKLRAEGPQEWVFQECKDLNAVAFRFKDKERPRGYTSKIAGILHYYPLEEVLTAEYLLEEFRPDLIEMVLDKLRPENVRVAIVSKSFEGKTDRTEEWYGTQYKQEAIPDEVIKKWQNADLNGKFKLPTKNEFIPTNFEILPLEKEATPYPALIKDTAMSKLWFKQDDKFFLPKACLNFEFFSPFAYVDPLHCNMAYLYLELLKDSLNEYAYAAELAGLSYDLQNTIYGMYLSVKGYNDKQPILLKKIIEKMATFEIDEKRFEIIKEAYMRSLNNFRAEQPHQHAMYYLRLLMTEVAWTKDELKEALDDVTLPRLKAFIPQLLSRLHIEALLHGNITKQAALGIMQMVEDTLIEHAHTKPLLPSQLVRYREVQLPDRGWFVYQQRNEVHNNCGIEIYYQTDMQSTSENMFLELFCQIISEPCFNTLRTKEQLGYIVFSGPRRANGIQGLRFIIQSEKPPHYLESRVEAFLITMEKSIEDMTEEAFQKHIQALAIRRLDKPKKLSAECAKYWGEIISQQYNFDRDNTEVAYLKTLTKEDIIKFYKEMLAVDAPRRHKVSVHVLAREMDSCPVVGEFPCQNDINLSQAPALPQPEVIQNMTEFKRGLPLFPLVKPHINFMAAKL
IMP-1 inhibitor: IMP-1 metallo-beta-lactamase inhibitors, primary screen, biochemical, epi-absorbance readout, Pseudomonas aeruginosa enzyme; AID 1556, 2009; inhibition, % at 5.6 µM; purified IMP-1, nitrocefin hydrolysis, epi-absorbance fluorescence; 0.45% of 290,000 active;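 active means inhibition above the mean plus 3 SD of all compounds in the same screening run, cut at about 4.5% in these data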;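 further: 0% = IMP-1 with DMSO and 100% = DMSO wells lacking enzyme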
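Assay system: purified recombinant IMP-1 beta-lactamase. Input: IMP-1 0.2 nM before substrate addition. Buffer or medium: Zinc- and detergent-supplemented HEPES buffer, pH 7.1. Schedule: 25 °C, 15 min preincubation, 25 min reaction. Signal: Epi-absorbance fluorescence, 480 nm excitation, 530 nm emission. Evaluation: percent inhibition from optical density relative to buffer-blank wells.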
VIM-2 inhibitor: VIM-2 metallo-beta-lactamase inhibitors, primary screen, biochemical, epi-absorbance readout, Pseudomonas aeruginosa enzyme; purified VIM-2, nitrocefin hydrolysis, epi-absorbance fluorescence; inhibition, % at 5.6 µM; 0.89% of 290,000 active; AID 1527, 2009;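 active means inhibition above the mean of all tested compounds plus 3 SD, cutoff set per screening run, cut at about 7.5% in these data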;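 further: red hydrolysis product quenches plate fluorescence so inhibitors raise well fluorescence; 0% = enzyme with DMSO and 100% = DMSO without enzyme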
pCIP destab: p/CIP-EGFP fusion destabilizers, primary screen, fluorescence, F442A cells. decrease of EGFP signal, % at 10 µM. 0.01% of 290,000 active. Q05BA5. 16 h;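 active means EGFP signal decrease of at least 30% at 10 µM or well 3 SD below plate mean, unless failing retest; inactive means the rest, including hits failing retest or dose response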; further: some compounds called inactive have numbers as strong as hits; many of its hits are not listed in these tables
CRFBP-R2 block: antagonists of CRF-BP/CRF-R2 complex, primary screen, cell-based, HEK293, calcium dye fluorescence, uHTS; 0.59% of 350,000 active; inhibition, % at 11.8 µM; CRF-induced calcium fluorescence;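 active means inhibition of the ligand-induced calcium signal above about 50% at the single tested concentration, limit read from the data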
GalR3 antag: GalR3 antagonists in HEK293 cells, primary screen, cell-based, fluorescence readout; HEK293 GalR3-CNG cAMP membrane potential fluorescence; galR3 body fused to GalR1 C-terminus; inhibition, % at 3 µM; 0.44% of 360,000 active; AID 651719, 2012;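 active means inhibition above the screen-wide average plus 3 SD, cut at about 13% in these data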;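 further: forskolin and galanin both at EC90 stimulate the cells; cAMP rise reported by CNG channel membrane potential dye signal; 0% = forskolin plus galanin with DMSO and 100% = forskolin alone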
IDE inh: human IDE inhibitors in live cells, primary screen, fluorescence polarization, HEK cells, FAbetaB substrate; AID 434962, 2010; inhibition, % at 5.59 µM; FAbetaB cleavage; Insulin-degrading enzyme (Homo sapiens), P14735; 0.41% of 320,000 active;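 active means percent inhibition above the average of all tested compounds plus 3 SD, set per screening campaign, cut at about 16% in these data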;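 further: IDE supplied by intact live HEK cells; FP after avidin binding of uncleaved biotin substrate so inhibition keeps polarization high; 0% = DMSO wells and 100% = 60 µM reference IDE inhibitor Ii1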
NS3 helicase inh: inhibitors of HCV NS3 helicase, primary screen, biochemical, Cy5 molecular beacon fluorescence. 0.56% of 290,000 active. NS3 helicase DNA unwinding. inhibition, % at 10.9 µM. AID 1800, 2009;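 active means inhibition above the mean of all tested compounds plus 3 SD, set per campaign, cut at about 35% in these data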;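 further: 0% = DMSO wells and 100% = thioflavine S control wells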
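Test system: hepatitis C virus NS3 helicase domain fragment enzyme. Also added: annealed dual-labelled DNA beacon duplex, ATP-started. Timing: 60 min unwinding reaction at 25 °C after ATP addition. Technique: Cy5 fluorescence. Measure: % inhibition of unwinding.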
SUMO HTRF inh: inhibitors of in vitro SUMOylation cascade, primary screen, biochemical, HTRF, uHTS | SUMO-conjugating enzyme UBC9 (Homo sapiens), P63279 | HTRF SUMOylation assay, SAE1/SAE2 + UBC9 | inhibition, % at 35 µM | 0.36% of 290,000 active | AID 2006, 2009; in the data active means inhibition above about 50%, passing the limit was not always enough; further: strong numbers were not always called active
* hit, by the source's call; nt = no result given.

SMILES | IDE act | IMP-1 inhibitor | VIM-2 inhibitor | pCIP destab | CRFBP-R2 block | GalR3 antag | IDE inh | NS3 helicase inh | SUMO HTRF inh
Cc1ccc(NC(=O)CS(=O)CC(=O)N(CC(=O)NC2CCCC2)c2ccc3c(c2)OCCO3)cc1 (stereo unspecified) | 3 | -1.9 | -0.6 | -2 | 17 | -4 | -2 | -10 | 1
CCN(CC)CCc1c(C)[nH]c(C(=O)OCc2ccccc2)c1C | -1 | -1.2 | -0.5 | -4 | 2 | -8 | -3 | -7 | 10
CCOc1ccc(C(=O)NCC(=O)OCC(=O)NC2CCCC2)cc1 | 4 | -4.7 | -3.8 | 6 | 33 | -3 | 6 | 12 | 5
CC(=O)c1ccc(NC(=O)CN2CCC(NC(=O)C3CCCCC3)CC2)cc1 | 5 | -2.8 | -7.7 | 4 | 1 | -1 | 2 | -2 | -1
Fc1cccc(NC(=S)NNc2ccccc2)c1 | 1 | -4.2 | -3.7 | -4 | -8 | -10 | 1 | 12 | 2
Cc1ccc(OCCOC(=O)c2c(-c3ccccc3)noc2C)cc1 | -4 | -1.8 | 1.5 | -25 | 4 | -5 | 0 | -20 | 8
CCCS(=O)(=O)N1CCCC(C(=O)NCCN(Cc2ccccc2)C(C)C)C1 (stereo unspecified) | 6 | -2.4 | -2.8 | -25 | 5 | 1 | -6 | 9 | 10
CCC(Sc1nc(N)cc(N)n1)C(=O)O (stereo unspecified) | 2 | 1.5 | 0.5 | -4 | 1 | 0 | 8 | -8 | 11
O=C(Cn1nc(-c2ccccc2)ccc1=O)Nc1cccc(NC(=O)c2ccccn2)c1 | nt | -3.1 | -2.3 | 3 | nt | -5 | 3 | -1 | 35
Cc1cc(C)c(S(=O)(=O)N2CCN(C(=O)CCOc3ccccc3C)CC2)c(C)c1 | 1 | nt | nt | nt | 6 | -2 | -6 | nt | nt
Cc1cccc(C2=NN(c3ccc(Br)cc3)[C@@H](C(=O)N3CCOC3=O)[C@@H]2c2ccc(F)cc2)c1 | 0 | -5.0 | -1.8 | -7 | 3 | -8 | 1 | 10 | 25
CNC(=O)CNC(=O)Nc1ccc(Cl)c(Cl)c1 | 6 | -1.2 | -0.3 | 21 | -1 | nt | -3 | 5 | 26
Cc1nn(-c2ccccc2)nc1C(=O)OCC(=O)N1CCC(C)CC1 | 2 | nt | nt | nt | 5 | -4 | -6 | nt | nt
COc1ccc(C(=O)OC2CCCCC2CN(C)C)cc1 (stereo unspecified) | -3 | -2.5 | -1.7 | -10 | 1 | 3 | -6 | -13 | 16
O=C(NC(=O)N1CCCCCC1)c1ccc(Cl)cc1 | -4 | 0.3 | -3.8 | -6 | 5 | -3 | 6 | 14 | -3
COc1ccc(NC2CCCN(C(=O)c3ccc4[nH]c(C)c(C)c4c3)C2)cc1 (stereo unspecified) | 1 | 0.8 | -1.4 | 0 | 8 | 4 | -1 | 1 | -11
S=c1nc[nH]c2c1[nH]c1ccccc12 | -14 | -3.2 | -3.6 | -5 | -8 | -1 | 6 | -2 | -4
COc1ccc(CCN(C(=O)C(F)(F)F)C(C(=O)NC2CCCCC2)c2ccc(C)s2)cc1 (stereo unspecified) | 2 | -3.1 | -2.6 | -14 | -25 | 3 | 3 | -2 | 7
Cn1c(NC(=O)/C=C/c2c(F)cccc2Cl)cc(=O)n(C)c1=O | nt | -0.7 | -1.5 | 13 | -18 | -3 | 4 | -4 | 4
O=C(Nc1ccn(Cc2c(F)c(F)cc(F)c2F)n1)c1ccc(COc2cc(Cl)ccc2Cl)o1 | -5 | -2.4 | 1.2 | -6 | -13 | -5 | 6 | 2 | -4
CC(=O)Nc1ccc(OC/C=C(\C)Cl)cc1 | 3 | -1.5 | -3.3 | 3 | 3 | -5 | 0 | 2 | 6
Cn1cnnc1SCC(=O)Nc1c(F)cc(F)cc1Br | 6 | 0.0 | 0.5 | 3 | 0 | -4 | -2 | 0 | -6
Cc1cccc(C)c1NC(=O)COC(=O)c1nonc1N | 0 | -3.6 | -2.5 | -5 | 6 | -6 | 3 | 6 | -21
COC(=O)Cc1c(C)c2ccc(O)c(CN3CCCC(C)C3)c2oc1=O (stereo unspecified) | 5 | -3.4 | -1.9 | -11 | -16 | -2 | -4 | -4 | 40
COC(=O)c1ccc(C)c(NC(=O)COC(=O)C2CC3CCCC(C2)C3=O)c1 (stereo unspecified) | -2 | nt | nt | nt | 7 | -2 | 0 | nt | nt
Cc1csc(NC(=O)CSc2nc(C(C)C)nc3ccccc23)n1 | 4 | -1.4 | -3.2 | -2 | -6 | -9 | 1 | 1 | 5
O=C(Nc1scc(-c2ccccc2)c1C(=O)O)c1ccc(F)cc1 | 0 | -0.5 | -1.6 | -2 | 30 | -10 | -2 | 29 | 6
O=C(Cn1cc([N+](=O)[O-])cn1)NCc1ccccc1Cl | 5 | nt | nt | nt | 7 | -3 | 1 | nt | nt
COc1ccc(NC(=O)CS(=O)(=O)c2cccc(Cl)c2)cc1 | 2 | 0.6 | -2.1 | -9 | 3 | -14 | 6 | 6 | 15
COc1cc2[nH]c3c(N4CCN(c5ccc(Cl)cc5)CC4)ncnc3c2cc1OC | -29 | -2.8 | -3.0 | -12 | -11 | -7 | 52* | -17 | 5
Cc1cc(NC(=O)COc2ccc3ccccc3c2)no1 | -3 | -1.4 | 0.0 | -10 | -26 | -2 | -2 | 0 | -16
O=C(Cc1n[nH]c(=O)c2ccccc12)NC(c1ccccc1)c1ccccc1 | -4 | -0.3 | 1.7 | 1 | 12 | -4 | 2 | -11 | -5
Cc1cc(C)c2oc(=O)cc(CN3CCOCC3)c2c1 | 3 | -0.3 | -1.9 | 12 | 5 | -1 | 4 | -2 | -1
CN1C(=O)CCC(CCC(=O)O)(c2ccccc2O)C1=O (stereo unspecified) | -2 | -1.2 | -1.6 | -8 | 2 | -9 | 4 | -2 | 14
O=C(Nc1ccc(S(=O)(=O)N2CCCC2)cc1)c1ccc(Br)o1 | 1 | 0.1 | -1.0 | -10 | -14 | -10 | 0 | 0 | 8
OCC1(Cc2ccc(F)cc2)CCCN(CCCC(F)(F)F)C1 (stereo unspecified) | 2 | 0.4 | -0.1 | 0 | 11 | -8 | 4 | -4 | -13
O=C1CC(C(=O)N2CCc3ccccc32)CN1c1ccccc1 (stereo unspecified) | 1 | -1.4 | -2.1 | 3 | -1 | -6 | 2 | 0 | -11
O=C(NC1CCN(Cc2ccccc2)CC1)c1cn(-c2ccccc2)nc1-c1cccnc1 | -4 | nt | nt | nt | -3 | -6 | -2 | nt | nt
Cc1oc(-c2ccc(Cl)cc2)nc1CN1CCC(C(=O)NCC2CCCO2)CC1 (stereo unspecified) | 2 | -0.6 | -2.2 | 0 | 0 | -4 | -2 | 7 | 23
CCCCn1c(N)c(N(CC(C)C)C(=O)c2cc(-c3ccc(F)cc3)nc3ccccc23)c(=O)[nH]c1=O | 5 | nt | nt | nt | -2 | -3 | 5 | nt | nt

A portion taken from the entries so far, for reference:
SMILES | IDE act | IMP-1 inhibitor | VIM-2 inhibitor | pCIP destab | CRFBP-R2 block | GalR3 antag | IDE inh | NS3 helicase inh | SUMO HTRF inh
O=C(NC1CCN(Cc2ccccc2)CC1)c1cn(-c2ccccc2)nc1-c1cccnc1 | -4 | nt | nt | nt | -3 | -6 | -2 | nt | nt
Cc1oc(-c2ccc(Cl)cc2)nc1CN1CCC(C(=O)NCC2CCCO2)CC1 (stereo unspecified) | 2 | -0.6 | -2.2 | 0 | 0 | -4 | -2 | 7 | 23
CCCCn1c(N)c(N(CC(C)C)C(=O)c2cc(-c3ccc(F)cc3)nc3ccccc23)c(=O)[nH]c1=O | 5 | nt | nt | nt | -2 | -3 | 5 | nt | nt

Next section:
SMILES | IDE act | IMP-1 inhibitor | VIM-2 inhibitor | pCIP destab | CRFBP-R2 block | GalR3 antag | IDE inh | NS3 helicase inh | SUMO HTRF inh
COC(=O)CCS(=O)(=O)c1cc(Cl)ccc1Cl | 5 | -1.5 | -1.9 | -14 | 11 | -4 | 3 | 1 | 18
COc1ccc(CNC(=O)c2c(N)n(CCCN3CCOCC3)c3nc4ccccc4nc23)cc1 | 11 | -2.1 | -3.5 | -2 | -8 | -6 | -4 | -19 | 94
O=C(COc1ccc2c(c1)CCC2)NCc1cccc(Cl)c1 | 0 | -2.5 | -2.3 | -5 | -26 | -5 | 1 | -2 | -3
COc1ccc2c(c1)c(C(=O)CN1CCC3(CC1)OCCO3)c(C)n2C | 6 | -5.3 | -2.5 | -10 | 5 | -3 | 2 | 1 | 10
CCOC(=O)c1cccc(NC(=O)N[C@@H](C)C(=O)OC)c1 | 0 | -1.9 | -0.8 | -1 | -2 | -1 | -5 | -5 | -2
N#C/C(=C(/O)c1ccc([N+](=O)[O-])o1)c1nc2ccccc2[nH]1 | -51 | -1.8 | -0.9 | -46 | 17 | -3 | 12 | 3 | 0
COc1cccc2cc(-c3nc(-c4cccs4)cs3)c(=O)oc12 | 0 | 0.2 | -0.3 | -4 | -2 | -4 | 4 | 11 | 24
CCOCCCNCC(=O)Nc1ccc(OC(F)(F)F)cc1 | 5 | -2.7 | -2.5 | -8 | 2 | -2 | -2 | -2 | -8
Nc1ccccc1SCc1cn2ccccc2n1 | 4 | -2.4 | -3.5 | 8 | -16 | 1 | 5 | -11 | -5
COc1ccc(CN(C)C(=O)c2ccc(Oc3ccccc3)cc2)cc1F | 0 | -2.1 | -2.2 | -9 | 8 | -8 | -2 | -5 | -10
CCN1CCN(C(=O)/C=C/c2ccc(OC)cc2)CC1 | 1 | -2.7 | -0.3 | -9 | -1 | -4 | 4 | -3 | 17
COc1cc(/C=C2\CCC(C3CCCC3)C2=O)ccc1OC(C)C (stereo unspecified) | 0 | -3.3 | 0.9 | -14 | 8 | -4 | -3 | 0 | 1
COC(=O)c1ccccc1NC(=O)CSCC(=O)Nc1ccc(F)cc1 | 4 | -0.8 | -0.2 | -12 | -22 | nt | 3 | 0 | -6
CCOC(=O)C1=C(c2ccccc2)NC(=S)NC1c1cc([N+](=O)[O-])ccc1OC (stereo unspecified) | 3 | -2.8 | -0.7 | -3 | -5 | 9 | 1 | 4 | -3
COc1ccc(C(=O)N2CCN(C(=O)c3ccc(-c4ccccc4)cc3)CC2)cc1OC | -2 | -3.1 | -0.2 | 5 | 1 | -4 | 6 | -5 | -13
CC(=O)Oc1cccc(NC(=O)c2cccc(C(=O)Nc3cccc(OC(C)=O)c3)c2)c1 | -1 | -4.2 | -1.7 | 11 | 5 | -7 | 2 | -28 | -8
CCCCC(=O)Nc1ccc(C(=O)N2CCN(C)CC2)cc1 | 4 | -3.2 | -2.4 | -2 | 20 | -2 | -5 | -1 | 10
